Yeast growth inh = chemicals that inhibit yeast BB579 growth in restrictive medium (lifespan-shortening candidates) | 0.51% of 140,000 active | S. cerevisiae BB579 growth, OD615, 48 h | AID 804 | inhibition, % at 10 µM;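 active means inhibition above a set limit, 3 SD over the mean compound inhibition, cut at about 44% in these data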; further: inactives centre near -24
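test system = yeast BB579 (DeaD) | buffer or medium = restrictive CSMM-D medium | doses = single compound dose of 10 µM, 0.25% DMSO final | times = 4 h preincubation and 48 h exposure at 30 °C | technique = culture absorbance at 615 nm | benchmarks = amphotericin B 10 µg/mL, positive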
Measles CPE = protection of cells from measles virus. Measles virus-infected cells, CPE protection, absorbance. protection (pct of control), % at 4 µM. 1.5% of 140,000 active. AID 841; in the data active means protection mostly above about 24%, no sharp cut-off; inactive means mostly below about 26%; further: some compounds called inactive have numbers as strong as hits
Yeast life ext = yeast lifespan extension. 0.68% of 130,000 active. S. cerevisiae growth with nicotinamide, OD615; deaD strain in restrictive glucose medium. AID 775. inhibition of the nicotinamide effect, % at 10 µM;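 active means inhibition above a set limit, placed 3 SD over the median of all compounds, cut at about 26% in these data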;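 further: 0% = nicotinamide-treated wells and 100% = cells grown without nicotinamide; some compounds called inactive have numbers as strong as hits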
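Measured by: optical density (absorbance) at 615 nm; System: modified budding yeast, DeaD strain; Medium: restrictive CSMM-D dextrose medium; Timing: 4 h preincubation then 48 h treatment at 30 °C.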
Phagocytosis inh = macrophage phagocytosis inhibition | J774A.1 macrophage IgG-bead phagocytosis, imaging | inhibition, % at 5 µM | 0.07% of 110,000 active;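 active means inhibition above the mean of the plate negative controls plus 5 SD, cut at about 13% in these data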;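 further: phagocytic index as fraction of beads internalized from green versus red external bead signal; plate controls were DMSO negative control for no effect and cytochalasin-D positive control for full effect; some results beyond the cut were filed as inactive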
GALR2 blocker = blocks the human galanin receptor 2; inhibition, % at 4 µM; GALR2-expressing cells, antagonist mode; 0.39% of 140,000 active; O43603; AID 828; in the data active means inhibition above about 27%;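 further: cells stimulated with galanin 1-16 at roughly its EC80; 0% = agonist challenge control and 100% = basal control without agonist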
Target sequence (O43603 whole entry, looked up): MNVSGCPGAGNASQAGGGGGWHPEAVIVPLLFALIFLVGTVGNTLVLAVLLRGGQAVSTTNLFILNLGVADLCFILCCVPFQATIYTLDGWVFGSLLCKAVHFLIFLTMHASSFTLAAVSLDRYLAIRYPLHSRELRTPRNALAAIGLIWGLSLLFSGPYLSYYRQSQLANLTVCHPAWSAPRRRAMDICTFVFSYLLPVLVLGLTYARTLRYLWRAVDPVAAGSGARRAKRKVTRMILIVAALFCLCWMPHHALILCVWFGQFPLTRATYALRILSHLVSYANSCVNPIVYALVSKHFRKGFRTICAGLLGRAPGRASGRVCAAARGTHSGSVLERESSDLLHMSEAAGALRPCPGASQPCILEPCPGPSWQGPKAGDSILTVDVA
E-sel TNF inh = TNF alpha driven E-selectin expression inhibition; inhibition, % at 2 µM; HUVEC TNFa-induced E-selectin immunofluorescence, high content; 0.71% of 120,000 active; AID 1246;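 active means inhibition above the batch mean plus 3 SD, and confirmed as a hit on visual image review, cut at about 43% in these data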;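 further: 0% = TNF-stimulated DMSO wells and 100% = unstimulated control wells; not every result past the cut was called active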
bCat KO growth = beta-catenin-lacking colon tumor cell growth suppression; viability, % at 10 µM; 1.5% of 140,000 active; HCT116 beta-catenin knockout viability, CellTiter-Glo, 60 h; hits give low values;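 active means viability at or under a set limit, the compound median less 4 SD, cut at about 6% in these data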;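 further: 0% = Hyamine 1622 control at 20 µM and 100% = untreated cell control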
NPY Y2 blocker = blocks the human neuropeptide Y Y2 receptor; P49146; 0.99% of 140,000 active; inhibition, % at 2.7 µM; NPY-Y2 expressing cells, antagonist mode; in the data active means inhibition above about 17%;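 further: 0% = vehicle with agonist challenge and 100% = reference antagonist with challenge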
Target sequence (P49146 whole entry, looked up): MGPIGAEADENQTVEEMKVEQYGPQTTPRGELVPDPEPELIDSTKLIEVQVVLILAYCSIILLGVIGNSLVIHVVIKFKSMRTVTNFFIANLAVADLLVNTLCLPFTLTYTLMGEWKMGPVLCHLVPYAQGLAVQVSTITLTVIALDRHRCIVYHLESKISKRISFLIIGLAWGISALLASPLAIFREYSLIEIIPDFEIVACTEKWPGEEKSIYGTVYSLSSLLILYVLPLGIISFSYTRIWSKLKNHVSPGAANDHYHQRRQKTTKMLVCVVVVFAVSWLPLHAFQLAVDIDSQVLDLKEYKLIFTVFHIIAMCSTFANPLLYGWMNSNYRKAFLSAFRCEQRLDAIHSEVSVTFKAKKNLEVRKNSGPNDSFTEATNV
MRP1 act = activates MRP-1 | H69AR cells + doxorubicin, viability rescue, CellTiter-Glo | 0.61% of 140,000 active | viability increase, % at 10 µM;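 active means viability gain under doxorubicin at or above a set limit, the compound median plus 3 SD, cut at about 4.7% in these data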;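 further: MRP-1 overexpressing cells given doxorubicin 25 µM after compound pretreatment; 18-22 h compound pretreatment then 72 h with doxorubicin before readout; 0% = doxorubicin-only wells and 100% = vehicle-treated cells without doxorubicin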
HCT116 PTEN-null = PTEN-deleted cell growth suppression. HCT116 PTEN-null viability, CellTiter-Glo, 60 h; hits give low values. viability, % at 10 µM. 1.2% of 140,000 active;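 active means viability at or below a set limit, 4 SD under the median of all tested compounds, cut at about 3.7% in these data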;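 further: PTEN knockout HCT116 line with beta catenin targeted HCT116 as companion control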
Active calls of the source: *; · = no result given.

SMILES	Yeast growth inh	Measles CPE	Yeast life ext	Phagocytosis inh	GALR2 blocker	E-sel TNF inh	bCat KO growth	NPY Y2 blocker	MRP1 act	HCT116 PTEN-null
COc1cc(Cl)cc(C2NC(=O)NC(C)=C2C(=O)NCc2ccccc2)c1O (centres undefined)	-28.5	6.7	-1.0	-1.1	-1.5	19.9	87.9	1.4	-0.6	95.9
Cc1c(C(=O)OCCOc2ccccc2)[nH]c2c1C(=O)CCC2	7.2	8.9	-20.0	-0.4	-4.7	9.3	18.6	-0.5	2.5	34.0
COc1cc2oc3ccccc3c2cc1N(CC(=O)N(C)C)S(=O)(=O)c1ccc(C)cc1	-1.3	12.6	-1.1	0.0	-10.9	-7.8	89.2	10.2	-0.1	95.8
Cc1c(CN(C)C(=O)/C=C/c2ccc([N+](=O)[O-])cc2)cnn1C	-22.1	15.7	-3.5	-4.6	6.0	·	93.2	-0.3	-0.7	89.4
CCOc1ccc(N(CC(=O)NC(C)CC)S(=O)(=O)c2c(C)noc2C)cc1 (centres undefined)	-3.2	7.1	-7.1	-0.1	-17.7	·	89.1	4.3	-0.2	86.2
O=C(CSc1nc(N2CCCCC2)nc(N2CCCCC2)n1)Nc1nccs1	-13.8	8.5	-5.1	2.3	12.9	-2.1	93.5	-0.8	-1.6	85.8
O=C(c1cc(-c2ccccc2)nc2ccccc12)N1CCc2ccccc2C1	-26.8	5.8	1.1	-7.3	1.7	·	78.1	7.3	-3.3	75.1
COc1ccc(C2Nc3ccccc3C(=O)N2Cc2ccco2)cc1COc1ccc([N+](=O)[O-])cc1 (centres undefined)	-28.3	4.9	-5.7	-5.6	-4.8	-18.1	64.5	1.9	-2.3	64.6
O=C(OCC(=O)N1CCc2ccccc21)c1c2c(nc3ccccc13)CCCC2	-20.7	16.2	-6.8	-8.6	11.3	-27.1	71.8	4.4	-4.0	59.6
O=C(Nc1ccc(Nc2ccccc2)cc1)c1ccc(Br)o1	0.1	-0.1	-10.4	1.4	8.0	6.1	100.6	0.7	-3.6	101.5
CCOc1cccc(C(=O)Nc2nnc(-c3cccs3)s2)c1	-56.9	5.1	-7.1	0.3	-17.4	8.8	105.6	6.9	-0.1	103.6
C/C(N)=C(/C#N)C(=O)CSc1nc2ccccc2c(=O)n1CCCOC(C)C	0.6	18.1	-4.1	·	-7.2	-4.6	97.0	4.9	1.5	103.8
Cc1cc2cc(CNC(=O)Nc3ccccc3)ccc2n1C	-46.9	10.1	·	·	7.6	-16.8	100.7	1.3	-0.5	96.3
CCC(C)NCCOCCOc1ccccc1-c1ccccc1 (centres undefined)	-12.9	6.5	-4.4	-4.2	1.3	6.8	55.9	8.9	-5.5	50.1
Cc1nnc(-c2cnn(C)c2N)n1Cc1ccccc1F	-40.2	6.6	-11.4	-1.3	-10.5	29.7	95.2	0.2	-1.1	96.9
CC(C)Cn1c(N)c(C(=O)COC(=O)c2cc(-c3ccccc3)nc3ccccc23)c(=O)n(C)c1=O	-5.9	16.2	-2.2	·	-4.8	-12.7	61.2	0.3	0.8	46.0
Cc1ccccc1C(CC(=O)c1cccs1)C(C#N)C#N (centres undefined)	-56.4	1.4	23.6	·	16.4	7.5	2.4*	3.8	-6.6	3.7*
CC(C)C[C@H](NC(=O)OC(C)(C)C)c1nnc(SCC(=O)Nc2ccc(Br)cc2)o1	-84.2	21.0	-1.2	-0.1	9.4	-98.4	85.8	-2.8	-1.0	86.3
CCOc1ccc(CNC(=O)CCn2c(=O)oc3ccccc32)cc1OC	-17.1	4.7	-0.5	1.0	-8.5	2.3	103.2	1.7	-1.6	91.8
CC(CN1CCN(C)CC1)OC(=O)c1ccccc1 (centres undefined)	-45.2	9.1	1.8	·	-2.8	-4.1	97.0	2.7	0.8	100.9
O=C(/C=C/c1ccco1)N1CCN(c2ncccn2)CC1	-31.8	2.7	-2.7	-1.5	-3.7	·	97.7	2.3	-1.7	95.4
COc1cc(Cn2c(=O)oc3ccc(C)cc32)ccc1OC(C)C	-42.1	19.1	·	·	12.5	3.4	79.9	3.0	-0.4	87.7
O=C(OCc1ccccc1F)c1ccc2c(c1)-c1ccccc1C2=O	-20.8	12.5	-9.9	-0.7	-8.3	-53.6	81.5	1.8	2.1	83.8
COC1=C/C(=C/c2c(N)n3cc(C)sc3nc2=O)C=CC1=O	-45.4	3.4	-5.0	-3.8	8.7	6.9	87.6	1.7	-0.1	91.5
CCN1C(=O)C(CC(=O)Nc2ccc(Br)cc2)N(CCCc2ccccc2)C1=S (centres undefined)	-41.8	4.2	-16.3	·	-3.7	-25.0	33.3	-5.9	-6.4	23.4
(more compounds)
SMILES	Yeast growth inh	Measles CPE	Yeast life ext	Phagocytosis inh	GALR2 blocker	E-sel TNF inh	bCat KO growth	NPY Y2 blocker	MRP1 act	HCT116 PTEN-null
O=C(Nc1cc2c3c(c1)C1CCCC1CN3CC1CCCC21)c1ccc([N+](=O)[O-])cc1 (centres undefined)	-1.5	6.8	-3.1	·	4.5	-50.4	78.6	0.2	-1.2	70.5
CCN1C(=O)c2cccc3c(S(=O)(=O)Nc4ccccc4OC)ccc1c23	-44.2	26.6	-8.3	3.8	-1.1	·	52.8	1.7	-2.0	57.5
COCCNC(=O)C(c1ccc(O)cc1)N(Cc1ccco1)C(=O)CCC(=O)Nc1nccs1 (centres undefined)	-30.8	3.5	-8.3	0.2	-14.9	2.6	91.8	-0.7	-0.9	99.3
CC(C)CNC(=O)c1ccccc1NC(=O)/C=C/c1cccc([N+](=O)[O-])c1	-7.9	4.9	-6.3	·	5.5	11.9	96.7	3.0	-1.3	92.2
NC(=O)C1CCN(C(=O)C2c3ccccc3C(=O)N3CCc4ccccc4C23)CC1 (centres undefined)	-28.2	6.9	2.5	-1.0	-2.2	-18.7	96.6	0.1	-1.6	99.0
COC(=O)c1cccc(NC(=O)CN2CCN(c3ccc(OC)cc3)CC2)c1	-53.8	13.8	-10.7	-0.8	-9.5	·	100.8	5.3	-0.3	97.8
CN(c1ccccc1)S(=O)(=O)c1cc(C(=O)c2nccn2C)ccc1Cl	-48.4	5.3	12.3	1.0	3.0	-16.2	71.7	3.0	-0.9	75.0
Cc1cc(O)cc(O)c1-c1onc(C(F)(F)F)c1-c1cscn1	13.4	·	-13.7	0.7	2.7	-19.6	73.4	-0.2	-0.9	72.3
COCCCNC(=O)CCSc1ccc(C)cc1	-26.4	8.1	2.7	-0.3	-8.0	·	99.5	1.1	0.1	92.5
O=C(Nc1ccc2nccnc2c1)c1cnccn1	-75.9	14.1	-13.8	-0.8	-1.0	-5.4	97.1	3.3	-0.3	100.7
Cc1ccc(C(NC(=O)C2CCCCC2)c2c(O)ccc3ccccc23)cc1 (centres undefined)	-32.3	28.9	-2.7	-7.3	11.2	0.5	43.7	-2.6	-5.0	18.8
S=c1[nH]nc(COc2ccccc2)n1/N=C/c1cccnc1	-20.5	13.2	-0.7	-3.6	5.0	·	93.2	2.2	-1.9	96.0
O=C(OCn1nnc2ccccc2c1=O)c1ccc(Br)o1	-19.1	4.4	·	·	0.6	-12.3	87.4	0.6	-0.6	91.9
Cc1cccc2cc(CN(Cc3ccco3)C(=O)NC3CCCCC3)c(=O)[nH]c12	-24.9	7.0	-9.6	-0.4	-0.6	1.7	84.9	4.9	0.2	76.4
CCc1ccc(NC(=S)Nc2cccc(OC)c2)cc1	8.3	18.5	-10.4	·	-2.3	23.4	86.8	2.6	-4.3	95.6
O=C(CN(C1CCCCC1)S(=O)(=O)c1ccc(Cl)cc1)N1CCOCC1	-1.6	10.5	-2.0	-0.3	-11.6	11.7	91.3	-0.8	-0.9	100.5
Cc1ccc(-c2nc3cc(NC(=O)C(C)C)ccc3o2)cc1C	-13.9	5.6	-7.0	·	-20.1	-4.5	88.5	3.3	-0.6	82.4
CC(C)COC(=O)C1C(=O)CC(C)(O)C(C(=O)OCC(C)C)C1c1cccnc1 (centres undefined)	13.8	19.9	-6.6	1.0	5.0	·	74.7	-0.9	-2.5	86.5
O=C(C(=O)N1CCc2ccccc2C1)c1cn(CC(=O)N2CCOCC2)c2ccccc12	2.8	13.4	-1.9	-3.0	-2.9	2.2	82.1	1.5	-2.5	94.1
CCc1nc(N)c(C#N)c(-c2cccc3ccccc23)c1C	-45.2	-0.5	·	·	-0.8	-18.5	84.6	4.2	-1.9	101.0
CCN(CC)C(=O)c1sc(NC(=O)Cc2ccccc2)c(C#N)c1C	-0.8	17.9	·	·	0.2	-10.9	81.6	1.6	-2.5	79.1
COc1ccc(NC(=O)CCCn2c(=O)c3sccc3n(Cc3cccc(C)c3)c2=O)cc1	-20.2	6.8	2.3	-9.0	12.1	-2.6	97.9	1.9	-2.1	93.6
Cc1ccc(C(C)C)c(OCC(=O)Nc2ccccc2N2CCN(C)CC2)c1	-41.6	4.6	-12.8	-0.9	2.5	-19.9	12.4	8.4	-4.9	16.8
Cc1occc1C(=O)Nc1ccc2c(c1)OCCO2	-50.0	2.5	-27.0	-3.0	-3.2	-9.6	83.5	3.8	-1.2	83.9
CCOc1cccc(SCc2noc(C(=O)NC(C)C)c2C(=O)O)c1	-60.2	14.0	-1.2	·	1.0	-3.6	94.9	6.1	-1.1	100.7
Further records follow.
SMILES	Yeast growth inh	Measles CPE	Yeast life ext	Phagocytosis inh	GALR2 blocker	E-sel TNF inh	bCat KO growth	NPY Y2 blocker	MRP1 act	HCT116 PTEN-null
Cc1nn(CC(=O)NCc2ccccc2)c(C)c1[N+](=O)[O-]	2.8	3.3	-2.8	·	-5.7	18.5	89.2	-1.4	-1.1	94.0
O=C(NCCCNCc1ccccc1)c1ccc(/C=N/O)nc1	-30.3	27.1	-2.8	-3.6	5.1	·	87.0	2.1	-0.3	102.3
O=C(O)c1nc(N2CCOCC2)nc(N2CCOCC2)n1	-0.2	3.5	·	·	-2.0	-3.4	96.2	3.8	-2.1	89.2
Cc1ccc(NC(=O)CC2S/C(=N/c3nccs3)N(C)C2=O)cc1C (centres undefined)	-30.0	5.3	-13.9	0.3	-7.2	34.7	97.4	0.2	-2.7	91.4
Cc1ccc(C)c(NC(=O)CNS(=O)(=O)c2ccccc2)c1	-61.9	3.9	-11.3	·	-1.2	-11.1	91.4	0.5	-0.8	103.5
Cc1ccccc1-c1c(C)oc2cc(O)ccc2c1=O	-21.0	22.8	1.4	-3.6	14.9	0.2	101.3	0.5	-2.2	90.6
CC(Oc1cc(Cl)ccc1Cl)C(=O)N/N=C\c1ccnn1C (centres undefined)	-10.6	8.4	-5.2	-2.5	-0.6	-6.7	100.9	2.4	-1.3	98.2
CCOC(=O)C1=C(c2ccccc2)NC(SC)=C(C#N)C1c1ccco1 (centres undefined)	-0.4	3.0	-3.8	-4.1	6.2	·	88.7	0.5	-3.6	80.5

Ordered by value in Yeast life ext (ascending): 3 from the list above.
mol,Yeast growth inh,Measles CPE,Yeast life ext,Phagocytosis inh,GALR2 blocker,E-sel TNF inh,NPY Y2 blocker
Cc1c(C(=O)OCCOc2ccccc2)[nH]c2c1C(=O)CCC2,7.2,8.9,-20.0,-0.4,-4.7,9.3,-0.5
O=C(OCc1ccccc1F)c1ccc2c(c1)-c1ccccc1C2=O,-20.8,12.5,-9.9,-0.7,-8.3,-53.6,1.8
COc1cc(Cl)cc(C2NC(=O)NC(C)=C2C(=O)NCc2ccccc2)c1O (centres undefined),-28.5,6.7,-1.0,-1.1,-1.5,19.9,1.4

Compound activity (PubChem BioAssay)

Not a hit list; about 6.1% have a hit in one of these screens.
